High-throughput results as filed in PubChem.
E coli WT inh = blocks growth of wild type E. coli BW25113. E. coli BW25113 growth inhibition, OD600. inhibition, % at 10 µM. 20,000 compounds, 0.05% hits; in the data active = inhibition above about 40%;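 note: bacteria exposed to compound for 20 hours at 37 °C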
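System: bacterial strain in a whole-cell growth screen; medium: LB broth with 50 µg/mL kanamycin; detection: absorbance at 615 nm; schedule: 20 h exposure, 37 °C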
Starred values were filed as active, the others as inactive.

SMILES | E coli WT inh
O=C(Nc1ccccc1)C1=C(O)CC(c2ccoc2)CC1=Nc1ccccc1 (stereo unspecified) | 8
CC1CN(CC(O)COc2ccc(C(C)C)cc2)CC(C)O1 (stereo unspecified) | 9
COC(=O)c1ccccc1NC(=O)CSc1nnc(Cc2ccc(Cl)cc2)o1 | -11
CCC(=O)N1CCc2cc(Br)cc(S(=O)(=O)C3(C(=O)OC)CC3)c21 | 5
Cc1cc(Br)ccc1NC(=O)CNC(=O)CSc1n[nH]c(N)n1 | -1
O=C(NCC1CCCO1)C1CCN(C(=O)c2ccc(Cl)cc2)CC1 (stereo unspecified) | -16
Nc1nc(CSc2ncn(-c3ccccc3)n2)cs1 | 6
CC(NC(=O)c1ccccc1)C(=O)NC1=NCCS1 (stereo unspecified) | -24
Cc1cc(C)c2c(CC(=O)N(CCC#N)Cc3cccnc3)coc2c1 | -20
COc1cc(C(=O)Nc2ccccc2N2CCN(S(C)(=O)=O)CC2)cc(OC)c1OC | -8
NC(=O)c1cccc2c1C(=O)N(C1CCCCC1)C2 | -5
O=C(Nc1cccc(-c2nnc(-c3ccccc3)o2)c1)C1CCCCC1 | 0
O=c1[nH]c(CN2CCc3ccccc3C2)nc2ccccc12 | -2
COc1ccc(S(=O)(=O)NCCSCc2ccco2)cc1Cl | -6
CCOc1cc(C(=O)NC(C)c2ccncc2)cc(OCC)c1OCC (stereo unspecified) | -13
COC(=O)c1sccc1NC(=O)c1ccc(OC)cc1 | -19
CCOCCCNC(=O)Cn1cc2c(n1)CCCCC2 | -4
COc1ccc2nc(N3CCC(C)CC3)c(C#N)cc2c1 | 17
O=C(Nc1ccc2c(c1)OCO2)c1ccc(COc2ccc3c(c2)CCC3)o1 | -20
CC(C)Cn1c2c(c(O)c(C(=O)Nc3ncccc3O)c1=O)CCCC2 | 0
Cc1ccc(S(=O)(=O)Nc2ccccc2C(N)=O)cc1 | -17
COc1ccc(C2CC(C(F)(F)F)n3nc(C(=O)NCCCn4ccnc4)cc3N2)cc1OC (stereo unspecified) | -18
COc1ccc(NS(=O)(=O)c2ccc(Br)s2)cc1OC | -20
CCC(C)C(NC(=O)OC(C)(C)C)C(=O)NC(CC(C)C)C(N)=O (stereo unspecified) | 7
CN1CCn2c1nc(N1CCCCC1)nc2=O | 1
CCOC(=O)c1cnc(SCc2ccc(C)cc2)nc1N | -14
O=C(c1ccc(F)cc1)N1CCN(c2ncccn2)CC1 | -6
COC(=O)c1ccccc1NC(=O)CN(Cc1ccccc1)S(C)(=O)=O | 5
Nc1nnc(-c2cccc(Cl)c2Cl)c(N)n1 | 10
COc1cc(-c2noc(-c3cccc(Cl)c3)n2)cc(OC)c1OC | 3
COc1cc(S(=O)(=O)Nc2ccccc2C)ccc1Cl | -6
CCOC(=O)c1cc(C)sc1NC(=O)C1CCC1 | -11
COc1ccc(N(CC(=O)N2c3ccccc3CC2C)S(=O)(=O)c2c(C)noc2C)cc1 (stereo unspecified) | -2
O=C(Nc1ccccc1C(=O)NCCN1CCOCC1)c1ccco1 | -21
COc1ccc(Cc2nnc(SCc3nc4ccccc4c(=O)[nH]3)o2)cc1 | -15
Cc1nc2cc(NC(=O)Nc3nccs3)ccc2n1C | -19
CCN(CC)CCCNS(=O)(=O)c1ccc(OC)cc1 | 6
N#CC1=C(N)Oc2n[nH]c(-c3ccncc3)c2C1c1ccsc1 (stereo unspecified) | 8
COc1cc(NC(=O)c2ccc3c(c2)OCO3)c2ncccc2c1 | -21
CC[C@H](C)C(=O)O[C@H]1C[C@@H](C)C=C2C=C[C@H](C)[C@H](CC[C@@H]3C[C@@H](O)CC(=O)O3)[C@H]21 | 1

Exported field by field: 4 of the compounds above.
> COc1ccc(NS(=O)(=O)c2ccc(Br)s2)cc1OC
- E coli WT inh: -20
> COc1cc(S(=O)(=O)Nc2ccccc2C)ccc1Cl
- E coli WT inh: -6
> CCN(CC)CCCNS(=O)(=O)c1ccc(OC)cc1
- E coli WT inh: 6
> Nc1nnc(-c2cccc(Cl)c2Cl)c(N)n1
- E coli WT inh: 10

Next records.
SMILES | E coli WT inh
Cc1cc(C)c(OCC(=O)Nc2cccc(O)c2)cc1C | -2
CCCCn1c(CNC(=O)CCC)nc2ccccc21 | 10
CC(=O)Nc1cccc(OC(=O)c2ccoc2C)c1 | -20
CC1=Nc2ccccc2NC(=O)C1Sc1nnc(C)s1 (stereo unspecified) | -13
COCc1nc(-c2cc(Br)ccc2OC)no1 | -10
OCCNC1=NCCN1 | -2
CCCCCn1c(=O)[nH]c2cc(C(=O)NCCN3CCOCC3)ccc2c1=O | -1
CCOC(=O)CCc1c(C)c2ccc(OCC(=O)N(CC)CC)c(C)c2oc1=O | -25
CC1(C)Cc2c(c(N3CCOCC3)nc3sc(C#N)c(N)c23)CS1 | 0
CCC(C)NC(=O)c1ccccc1NS(=O)(=O)c1ccc(OC)c(OC)c1 (stereo unspecified) | -19
CC(C)(C)NC(=O)CSc1nnc(NC(=O)CCn2cnc3ccccc3c2=O)s1 | -14
CCc1[nH]nc2c1C1(CCN(C(=O)OCc3ccccc3)CC1)C(C#N)=C(N)O2 | -4
O=C(Cc1ccccc1)Nc1cccc(N2CCCC2)c1 | 0
CC(=O)Nc1ccc(NC(=O)c2cc(C)nn2-c2ccccc2)cc1 | 12
COc1ccc(S(=O)(=O)Nc2ccc(S(=O)(=O)N3CCCCC3)cc2)cc1OC | -1
Cc1ccc(-c2cc3nc4c(c(=O)n3[nH]2)CCCC4)cc1 | -4
Cn1c(=O)c2c(nc(NCCCO)n2CCc2ccccc2)n(C)c1=O | 10
Cc1cc(NS(=O)(=O)c2ccc(NC(=O)COc3ccccc3Cl)cc2)no1 | -18
CCOC(=O)c1[nH]c(C)c(C(=O)N(C)C)c1C | 4
Cc1ccc2nsnc2c1S(=O)(=O)N1CCN(CCc2ccccc2)CC1 | -12
Cc1nnc(NC(=O)c2ccc(-c3cccc(C(F)(F)F)c3)o2)s1 | 3
Cc1cc(N2C(=O)C(=O)/C(=C(/O)c3ccc(F)cc3)C2c2ccc(Cl)cc2)no1 (stereo unspecified) | 3
COC(=O)c1c(C)n(-c2ccc(OC)cc2)c2ccc(O)cc12 | -18
O=C(NC1=NCCS1)c1ccc2c(c1)C(=O)N(Cc1ccco1)C2=O | 5
CCN(CC)c1ncc(C)c(=O)[nH]1 | -4
Cc1ccccc1CN(c1ccc(C(=O)N2CCCC2)cc1)S(C)(=O)=O | 4
COc1ccc(C)cc1NC(=O)CNC(=O)Cn1ccc2ccccc2c1=O | -1
CN(Cc1nc(-c2ccncc2)no1)S(=O)(=O)c1ccccc1 | -1
COc1cc(OC)c(C2=NOC(C(=O)O)C2)cc1Cl (stereo unspecified) | -20
CSc1ccc(S(=O)(=O)Nc2cccc(F)c2)cc1 | -8
Cc1cc(NC(=O)CSc2ccc(Cl)cc2)no1 | 9
CCc1nnc(NC(=O)CSc2nnc(Cc3ccccc3)n2-c2ccc(OC)cc2)s1 | 6
COC(=O)c1ccc(CSc2nccn2C)cc1 | -10
N#Cc1nc(-c2ccccc2F)oc1N1CCCC1 | -18
COc1cc2c3c(c1)C1(C(=O)N3C(C)(C)C=C2C)C(C#N)=C(N)Oc2cc(O)ccc21 (stereo unspecified) | -17
CCc1ccccc1-n1c(SCC(=O)N2CCCC2)nnc1-c1ccccn1 | -3
CC1(C)Cc2ccccc2C(N)=C1C#N | 10
COc1cccc(CN2CCN(C(=O)CC(C)C)CC2)c1 | 1
COc1ccc(OCCCN2CCCC(C)C2)cc1 (stereo unspecified) | -7
COc1ccc2nc3oc(C(=O)NC4CCN(Cc5ccccc5)CC4)cc3cc2c1 | 11
O=C(c1ccccc1)c1ccc2nc[nH]c2c1 | -2
CS(=O)(=O)Nc1ccc(S(=O)(=O)Nc2nccs2)cc1 | 1
COc1ccc(Cl)c(NCCC(=O)O)c1 | -1
CCOc1ccccc1C(=O)Nn1c(C2CCC2)nc2ccccc2c1=O | -8
Cc1cccc(NC(=O)COc2ccc(Br)cc2)n1 | 14
CC1(C)C(=O)OC(c2c(F)c(F)c(F)c(F)c2F)C2(CCCCC2)C1=O (stereo unspecified) | 1
COc1ccc(S(=O)(=O)Nc2ccccc2C(=O)NCc2ccco2)cc1Br | -20
Cc1cc(Cl)ccc1OCC(=O)Nc1ccccc1N1CCOCC1 | -19
COc1cccc(NC(=O)CSc2nncn2N)c1 | -25
O=C(Nc1ccc(N2CCN(C(=O)c3ccc(Cl)cc3)CC2)cc1)c1ccc(Br)o1 | -8
N=c1c[n+](N2CCOCC2)[n-]o1 | -5
CCCC(=O)Nc1ccccc1-c1nnn(CC(=O)Nc2ccc(OC)cc2)n1 | 11
Cc1c(C(=O)O)c(-c2ccccc2)nn1-c1ccccc1 | 13
COc1ccc(-n2nc(C(=O)Nc3ccc4c(c3)OCO4)c3c4ccccc4n(C)c3c2=O)cc1 | 7
COc1ccc(S(=O)(=O)N(C)CC(=O)Nc2ccc3c(c2)OCCO3)cc1OC | -20
Cc1ccc(-n2ncc3c(=O)[nH]c(SC(C)C)nc32)cc1 | 9
CCOC(=O)c1c(N)n[nH]c1-c1ccc(OC)cc1 | -7
c1ccc(-n2c(Sc3cnccn3)nnc2-c2cccs2)cc1 | 6
COc1ccc(NC(=O)CSc2nc3c(c(=O)n2-c2ccc(F)cc2)SCC3)cc1 | 7
CN(C)c1ccc(N/C=C/C(=O)c2ccc(F)cc2)cc1 | 6
(more compounds)
SMILES | E coli WT inh
O=C(/C=N/O)Nc1cccnc1 | 0
COc1cc2[nH]c(=O)c(C(=O)NCCCN3CCCCC3)c(O)c2cc1OC | -2
Cc1ccc(S(=O)(=O)c2nc(-c3ccco3)oc2SCC(=O)NCC2CCCO2)cc1 (stereo unspecified) | -4
CCc1cc2c(-c3ccccc3)cc(=O)oc2c(CN2CCOCC2)c1O | -19
COc1ccccc1C(=O)NCCc1nc2ccccc2n1C | -4
Oc1ccc2[nH]cnc2c1CN1CCCCC1 | -4
Cc1ccc2cc(C(c3nnnn3C3CCCC3)N3CCN(c4ccc(F)cc4)CC3)c(=O)[nH]c2c1 (stereo unspecified) | 0
COc1ccccc1-n1c(SCC(=O)NC(C)(C)C)nnc1-c1ccco1 | -6
Cc1nn(C)c(C)c1NC(=O)CCSc1nc(-c2ccco2)cc(C(F)(F)F)n1 | -1
Cc1cc(C)c2c(N)c(C(=O)c3ccccc3)oc2n1 | 8
CC1=C(C(=O)NC2CCC(C)CC2)C2(CCC(C)CC2)OC1=O (stereo unspecified) | 5
COc1ccc(C)cc1NC(=O)CN1CCN(S(=O)(=O)c2ccc(Cl)cc2)CC1 | -7
CC(=C1C2C=CC1C1C(=O)NC(=O)C21)c1ccccc1 (stereo unspecified) | -33
Nc1nonc1NC(=O)CSc1nc2ccccc2s1 | 12
O=C(NCCC1=CCCCC1)C1CC(=O)N(C2CCCCCC2)C1 (stereo unspecified) | 11
CC(=O)c1cc2c(cc1NC(=O)CN1CCOCC1)OCO2 | -10
COC(=O)Cn1cnc2c(nnn2-c2ccc(C)cc2)c1=O | 4
O=C(CSc1nc2ccccc2c(=O)n1Cc1ccco1)NCc1ccccc1 | 5
O=C(Nc1ccc2c(c1)OCCO2)c1cc(-n2cnnc2)ccc1Cl | -15
Cc1ccc(CNC(=O)CSc2n[nH]c(N)n2)cc1 | 0

A different layout for part of the listing above.
SMILES	E coli WT inh
CCc1cc2c(-c3ccccc3)cc(=O)oc2c(CN2CCOCC2)c1O	-19
COc1ccccc1C(=O)NCCc1nc2ccccc2n1C	-4
Oc1ccc2[nH]cnc2c1CN1CCCCC1	-4
Cc1ccc2cc(C(c3nnnn3C3CCCC3)N3CCN(c4ccc(F)cc4)CC3)c(=O)[nH]c2c1 (stereo unspecified)	0
COc1ccccc1-n1c(SCC(=O)NC(C)(C)C)nnc1-c1ccco1	-6
Cc1nn(C)c(C)c1NC(=O)CCSc1nc(-c2ccco2)cc(C(F)(F)F)n1	-1
Cc1cc(C)c2c(N)c(C(=O)c3ccccc3)oc2n1	8
CC1=C(C(=O)NC2CCC(C)CC2)C2(CCC(C)CC2)OC1=O (stereo unspecified)	5
COc1ccc(C)cc1NC(=O)CN1CCN(S(=O)(=O)c2ccc(Cl)cc2)CC1	-7
CC(=C1C2C=CC1C1C(=O)NC(=O)C21)c1ccccc1 (stereo unspecified)	-33
Nc1nonc1NC(=O)CSc1nc2ccccc2s1	12
O=C(NCCC1=CCCCC1)C1CC(=O)N(C2CCCCCC2)C1 (stereo unspecified)	11

Next section.
SMILES | E coli WT inh
COc1ccccc1C1C(C#N)=C(N)Oc2cc(C)n(Cc3ccccn3)c(=O)c21 (stereo unspecified) | 7
Nc1ncnc2c1ncn2CCN1CCOCC1 | -17
COC(=O)c1c(-c2ccc(F)cc2)noc1N | 0
Cc1noc(NS(=O)(=O)c2ccc(N3C(=O)c4ccccc4C3=O)cc2)c1C | -6
COc1cccc(-c2cc(C(=O)NCc3ccc(Cl)cc3)no2)c1 | 20
N/C(CC(=O)NCCOc1ccccc1)=N\O | -14
Cn1cccc1Cc1nnc(SCC(=O)Nc2ccc(F)cc2F)n1-c1ccc(F)cc1 | -4
CC(C)C(=O)Nc1ccc2c(c1)nc1n2CCSC1 | 2
O=C(CCn1cnc2ccccc2c1=O)Nc1cccc(Cl)c1 | 6
CCOc1ccccc1C1CC(c2ccc(Br)cc2)Nc2nc(N)nn21 (stereo unspecified) | 8
CCOC(=O)c1c(C)n(C)c2ccc(OCC(O)CN3C(=O)c4ccccc4S3(=O)=O)cc12 (stereo unspecified) | -12
Cc1cccc(C(OC(=O)c2ccco2)C(=O)NCc2ccccc2)n1 (stereo unspecified) | -1
c1n[nH]c(SCCCCSc2ncn[nH]2)n1 | -6
CC(C)(C)c1ccc(OCC(=O)O)cc1 | -8
Cn1nnnc1CCOCCc1nnnn1C | -14
COC(=O)c1cccc(NC(=O)CSc2nnc(COc3ccc(C#N)cc3)n2-c2ccccc2)c1 | 2
CC1(C)CC(=O)C2=C(C1)N(CC1CCCO1)C(=O)C2(O)C(F)(F)F (stereo unspecified) | -4
O=S(=O)(Nn1cnnc1)c1ccccc1Cl | 4
COc1ccc(S(=O)(=O)N2CCC(C(=O)NCc3ccccn3)CC2)cc1C | -13

An excerpt. The share of hits here may be higher or lower than overall.
